# NF-kB expr up: raises NF-kB expression in human neuronal cells; AID 1239; NF-kB reporter expression; hits give high values; fold change at 12.5 µM; 190,000 tested, 1.6% active; in the data active means fold change above about 3.3
# STAT1 activator: increases IFN-gamma driven STAT1 reporter signal; NIH 3T3 STAT1-luciferase reporter, luminescence; 100% = IFN-gamma alone, no compound; activation (% of control), % at 5.5 µM; 200,000 tested, 2.6% active; AID 932;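 active means activation above the screen-wide mean activation plus 3 SD, cut at about 130% in these data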;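 further: raw ratio to IFN-gamma control signal so 100% means no change and 0% no light; values of inactives mirror those of a sister screen read the other way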
# FLuc stim CS: firefly luciferase counter-screen for stimulation assays; P08659; AID 1027; 200,000 tested, under 10 active; activation factor at 10 µM; ATPlite luciferase biochemical, luminescence, 10 min; 0 = ATP-free wells, 1 = DMSO control;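 active means luciferase activation factor, scaled between plate controls, of at least 2 with compound at 10 µM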
# Target sequence (P08659 whole entry, looked up): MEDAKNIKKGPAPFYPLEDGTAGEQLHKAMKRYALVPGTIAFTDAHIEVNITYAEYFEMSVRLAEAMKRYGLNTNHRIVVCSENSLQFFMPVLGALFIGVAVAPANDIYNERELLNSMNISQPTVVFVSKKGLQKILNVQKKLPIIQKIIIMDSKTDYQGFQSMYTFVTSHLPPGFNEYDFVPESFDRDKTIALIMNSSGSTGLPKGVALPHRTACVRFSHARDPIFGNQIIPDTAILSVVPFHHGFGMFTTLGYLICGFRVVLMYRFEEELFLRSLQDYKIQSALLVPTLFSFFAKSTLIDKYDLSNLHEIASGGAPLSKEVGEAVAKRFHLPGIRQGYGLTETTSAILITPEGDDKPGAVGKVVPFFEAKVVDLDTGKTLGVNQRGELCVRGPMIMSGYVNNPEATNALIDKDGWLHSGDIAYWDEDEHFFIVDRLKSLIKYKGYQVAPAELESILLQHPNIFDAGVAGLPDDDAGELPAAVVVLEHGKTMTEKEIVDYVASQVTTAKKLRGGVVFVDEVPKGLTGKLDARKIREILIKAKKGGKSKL
#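 test system = cell-free luciferase reagent | medium = PBS as buffer for the ATP substrate | dosing = test compounds dosed from 2 mM stocks in 100% DMSO | incubation = 10 min at ambient temperature | detection = luminescence measurement of luciferase light output | benchmarks = low control with PBS replacing ATP, high control enzyme plus ATP without compound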
# APP transl inh: APP translation inhibition; SH-SY5Y APP 5'UTR-luciferase reporter, luminescence; inhibition, % at 2 µM; 190,000 tested, 0.82% active; AID 1285;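 active means inhibition above a set limit, derived from the sample mean plus 3 SD, cut at about 45% in these data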; further: values of inactives mirror those of a sister screen read the other way
# STAT3 act: increases IL-6 driven STAT3 reporter signal; 190,000 tested, 0.91% active; AID 871; activation (% of control), % at 5.6 µM; U3A cells, IL-6 STAT3-luciferase reporter, luminescence; 100% = signal with IL-6 EC80 alone;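 active means activation above the screen-wide mean of compound activation plus 3 SD, cut at about 130% in these data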;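 further: 0% = background luminescence of wells with medium and substrate only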
#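 Material: STAT3-luciferase reporter U3A cells. Controls: IL-6-treated wells, 100% activation. Read-out: % activation versus median of IL-6-stimulated wells. Probe or stimulus: IL-6 stimulus at 33 ng/mL final. Timing: compound 1 h, then IL-6 6 h at 37 °C. Signal: reporter luminescence signal.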
# STAT3 inh: reduces IL-6 driven STAT3 reporter signal. 190,000 tested, 0.89% active. U3A cells, IL-6 STAT3-luciferase reporter, luminescence; host cell line lacks STAT1. AID 862. inhibition, % at 5.5 µM;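 active means inhibition above the mean inhibition across all screened compounds plus 3 SD, cut at about 44% in these data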;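 further: 0% = DMSO only wells and 100% = 100 µM nifuroxazide control wells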
# FLuc inhib CS: counter-screen for luciferase assay inhibitors: firefly luciferase inhibition | inhibition, % at 10 µM | ATPLite firefly luciferase biochemical luminescence, 10 min | P08659 | 200,000 tested, 1.5% active;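 active means inhibition above about 50% when tested at 10 µM, limit read from the data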
# APP 5'UTR act: APP 5'UTR luciferase reporter activation | AID 1276 | activation, % at 2 µM | 190,000 tested, 1% active | SH-SY5Y APP 5'UTR luciferase reporter, luminescence; zero percent = DMSO vehicle wells;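 active means activation above a set limit, based on mean plus 3 SD of controls, cut at about 140% in these data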; further: values of inactives mirror those of a sister screen read the other way
# STAT1 inh: reduces IFN-gamma driven STAT1 reporter signal; NIH 3T3 STAT1-luciferase reporter, luminescence; inhibition, % at 5.5 µM; 200,000 tested, 0.35% active;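 active means inhibition above a set limit, the mean inhibition across all tested compounds plus 3 SD, cut at about 34% in these data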;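 further: 0% = IFN-gamma with DMSO and 100% = IFN-gamma with 300 µM nifuroxazide; values of inactives mirror those of a sister screen read the other way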
# ROMK mod: modulators of human ROMK potassium channel; P48048; Tet-inducible ROMK, thallium flux fluorescence; actives lie on both sides; B-score at 10 µM; 130,000 tested, 2% active;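 active means signal ratio slope over the read window, or its plate-corrected B-score, at least 3 SD from the plate mean, either direction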;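 further: B-score of the F/F0 ratio slope over 7 to 12 s after thallium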
# Target sequence (P48048 whole entry, looked up): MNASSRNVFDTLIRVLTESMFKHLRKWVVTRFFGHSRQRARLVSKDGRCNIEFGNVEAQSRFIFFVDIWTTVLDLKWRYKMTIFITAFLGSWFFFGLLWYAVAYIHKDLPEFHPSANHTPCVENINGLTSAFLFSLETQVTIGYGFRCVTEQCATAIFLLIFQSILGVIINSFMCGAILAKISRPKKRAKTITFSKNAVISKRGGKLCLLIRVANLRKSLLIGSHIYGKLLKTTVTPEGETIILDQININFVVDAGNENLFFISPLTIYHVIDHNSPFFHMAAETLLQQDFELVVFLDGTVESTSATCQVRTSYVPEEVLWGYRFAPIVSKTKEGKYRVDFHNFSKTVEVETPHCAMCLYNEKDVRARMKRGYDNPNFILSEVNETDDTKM
# The depositor's hits bear a star; x = not tested or not shown. No enrichment for hits; any-hit rate near 7.1%.
SMILES,NF-kB expr up,STAT1 activator,FLuc stim CS,APP transl inh,STAT3 act,STAT3 inh,FLuc inhib CS,APP 5'UTR act,STAT1 inh,ROMK mod
Cc1ccc(/C=C/c2nc3ccccc3c(=O)n2CCc2ccccc2)cc1,0.79,105,1,11,103,0,-3,-11,-5,x
CCOC(=O)CN1CC23C=CC(O2)C(C(=O)NCc2ccc(C)cc2)C3C1=O (configuration not stated),1.1,93,1,2,97,9,-4,-2,8,x
Cc1ccccc1CN1CCc2c(OCC(=O)N3CCCCC3)cccc2C1=O,0.83,86,1.1,-3,104,3,-7,3,13,-3.1
COc1cc(S(=O)(=O)N(Cc2ccco2)C2CCCC2)ccc1-n1cnnn1,1.1,104,1,-1,117,-16,-1,1,-4,x
CCN(CC)CCCN1C(=O)c2oc3ccccc3c(=O)c2C1c1cccnc1 (configuration not stated),1.4,109,1.1,-8,99,4,-8,8,-10,0.26
Cc1ccc(C)c(N/N=C2\CCCNC2=O)c1,1.1,100,1,-15,106,-10,-1,15,0,-0.67
OC1CCN(c2cc(-c3ccccc3)nc3cc(-c4ccc(F)cc4)nn23)CC1,0.5,106,1.1,-13,90,16,-6,13,-7,0.3
CCOC(=O)CNc1nc(Cl)nc(NC(C)(C)C)n1,1,106,1,10,92,17,-5,-10,-7,-0.024
COC(=O)c1cn(C(=O)c2ccco2)c2ccccc12,1,99,1.1,-13,88,22,-8,13,1,x
CCCC(=O)Nc1cc(-c2nnc(OC)c3ccccc23)ccc1N1CCCCC1,0.71,91,1.1,-18,99,6,-6,18,10,-0.036
Cn1c(Cl)c(C(=O)Nc2ccc(Cl)cc2)c2ccccc21,1.3,107,0.9,-20,155*,-50,11,20,-8,x
CC1=CN2CC(O)CN=C2C=C1 (configuration not stated),0.86,100,1.1,6,107,-2,-9,-6,0,2
CC(/C=C/c1ccccc1)=N/NC(=O)C(O)c1ccccc1 (configuration not stated),1.7,84,1,-14,99,4,-1,14,18,x
COc1ccc(N2CCN(c3ccc(NC(=O)c4ccc5c(c4)OCO5)cc3C#N)CC2)cc1,0.91,97,0.9,-3,96,11,5,3,2,0.0077
O=C(Cc1ccc([N+](=O)[O-])cc1)Nc1ccc(Cl)cc1,1.2,98,1,-9,104,-3,-4,9,0,-1.3
COc1ccc(COc2cc(-c3cccc(OC)c3)nc3ccc(NC(=O)c4ccccc4)cc23)cc1,0.65,106,1.1,-1,90,9,-8,1,-7,0.013
CCn1cc(C(=O)N2CCOCC2)c(=O)c2cc(S(=O)(=O)N(C)C3CCCCC3)ccc21,1.5,108,1,2,95,6,-2,-2,-7,x
COC(=O)NC1(C(F)(F)F)NC(=O)N(C2CCCCC2)C1=O (configuration not stated),1.1,96,1.1,19,97,7,-9,-19,0,-1.2
COCCSc1ccccc1C(=O)Nc1ccc2c(c1)OCCO2,1.2,104,1.1,4,97,6,-9,-4,-4,x
CCN(CC)C(=O)CCSc1nnc(-c2ccco2)o1,1.3,106,1,-10,99,7,-2,10,-7,1.3
Cc1nc(NC(=O)/C=C/c2ccccc2)sc1C(=O)N1CCCCC1,1.1,101,1,-25,99,7,-4,25,-1,0.085
CCc1cccc(CC)c1-n1c(-c2cccnc2)n[nH]c1=S,1.1,94,1,-12,104,0,2,13,5,0.35
Cc1ccc2cc(CCNC(=O)c3ccc(S(=O)(=O)N4CCCCC4)cc3)c(=O)[nH]c2c1,0.67,102,1,-7,98,11,-1,7,-1,0.13
CCOC(=O)c1cc(-c2ccc(C)cc2)n(CCC(=O)NCCN(C)C)c1C,0.97,97,1,-13,104,1,-2,13,3,-1.3
CCN(CC)c1ccc(NC(=O)COc2ccc(C#N)cc2)cc1S(=O)(=O)Nc1ccc(OC)cc1,0.74,111,1.1,-19,104,5,-5,19,-12,0.56
COc1ccccc1NC(=O)CCn1c(=O)sc2ccccc21,1.1,102,1.1,-21,97,7,-5,21,-2,x
CC(C)(C)n1nnnc1C(c1cccs1)N(Cc1ccccc1)Cc1cccnc1 (configuration not stated),0.88,89,1,4,103,2,-4,-4,12,x
Cn1c(=O)c2c(nc(NCCCN3CCOCC3)n2Cc2cccc(Cl)c2)n(C)c1=O,x,99,1,-1,107,0,-3,1,1,-0.9
CCOc1ccc(NC(=O)CCN2CCN(S(=O)(=O)c3cc(Cl)ccc3OC)CC2)cc1,0.74,98,1,0,99,8,-4,0,3,-2.4*
O=C1COc2ccc3ccccc3c2CN1,1.1,101,1.1,-11,102,6,-6,11,-1,2
CCCN(CCC)S(=O)(=O)c1ccc(NS(=O)(=O)c2ccc(F)cc2)cc1,0.93,100,1.1,5,97,7,-5,-5,0,x
COC(=O)CSc1nc2sc3c(c2c(=O)n1-c1ccccc1)CCN(C)C3,0.75,101,1,-4,93,15,-2,4,-1,-2.1
Cc1c(Cl)cccc1NC(=S)N1CCN(S(=O)(=O)c2cccs2)CC1,0.85,92,1,2,99,2,-4,-2,8,0.18
CCOc1ccccc1CNS(=O)(=O)c1ccc2[nH]c(=O)sc2c1,0.9,92,1,6,122,-21,0,-6,7,-3.5*
CCOC(=O)CNC(=O)CSc1nccn1Cc1ccco1,1.1,104,1.1,-2,99,0,-6,2,-4,x
N#CC1=C(N)N(c2ccccc2)C2=C(C(=O)CCC2)C1c1ccsc1 (configuration not stated),1.7,97,1.1,-17,110,-4,-11,17,3,0.75
N#Cc1ccccc1OCC(=O)NC(=O)NCc1ccccc1,1.3,99,1,-2,98,8,-4,1,2,-0.13
Cc1ccccc1OCC(=O)Nc1ccc2c(c1)OCO2,1.7,110,0.8,-27,91,13,20,27,-11,0.014
Cc1cc(C)n2cc(CSCc3ccccc3)nc2n1,1.3,103,1,-4,95,0,-2,4,-3,x
Clc1ccc2c(N/N=C/c3cccc(Br)c3)ccnc2c1,1.2,104,1,-18,98,3,2,18,-4,x
O=C(c1cnc2n(c1=O)CCS2)N1CCN(C(c2ccccc2)c2ccc(Cl)cc2)CC1 (configuration not stated),0.7,100,1.1,-22,97,9,-6,22,0,x
CCOC(=O)NC(=O)CSc1cc(C)c2cc(C)cc(C)c2n1,1.2,101,1,-5,94,12,-3,5,1,-0.34
CCCCC(CCC(=O)Nc1ccc(C(=O)OC)cc1)C(=O)O (configuration not stated),0.97,99,1,-6,106,-3,-3,6,1,x
NS(=O)(=O)c1cccc(NC(=O)COC(=O)c2cc(-c3ccc(Cl)cc3)nc3ccccc23)c1,0.92,113,1,4,82,18,-2,-3,-14,x
COC(=O)CSC1=C(C#N)C(c2ccc(F)cc2)CC(=O)N1 (configuration not stated),0.81,90,1.1,-28,100,5,-8,28,11,x
COc1ccc(CCNC(=O)C(CC(C)C)NC(N)=O)cc1 (configuration not stated),1.1,95,1.1,9,103,2,-6,-9,7,0.21
C=CCNC(=O)c1cc(-c2ccc(Br)cc2)on1,2.5,160*,0.9,-43,83,20,14,43,-67,0.59
CCOC(=O)c1c(NC(=O)CSC2=NN3CCCC(=O)N=C3S2)sc2c1CCCCC2,0.98,106,1,1,102,-3,-2,-1,-6,-1.1
CCC(NC(=O)c1ccccc1NC(=O)c1ccco1)C(=O)NNC(=O)c1ccc(OC)cc1 (configuration not stated),1.1,96,1.1,-4,83,22,-6,4,4,0.78
O=S(=O)(c1ccc(Oc2ccc(S(=O)(=O)N3CCOCC3)cc2)cc1)N1CCOCC1,0.56,99,1.1,10,90,18,-9,-10,0,-0.83

# Of the compounds above, these contain an NH in an aromatic ring.
SMILES,NF-kB expr up,STAT1 activator,FLuc stim CS,APP transl inh,STAT3 act,STAT3 inh,FLuc inhib CS,APP 5'UTR act,STAT1 inh,ROMK mod
CCc1cccc(CC)c1-n1c(-c2cccnc2)n[nH]c1=S,1.1,94,1,-12,104,0,2,13,5,0.35
Cc1ccc2cc(CCNC(=O)c3ccc(S(=O)(=O)N4CCCCC4)cc3)c(=O)[nH]c2c1,0.67,102,1,-7,98,11,-1,7,-1,0.13
CCOc1ccccc1CNS(=O)(=O)c1ccc2[nH]c(=O)sc2c1,0.9,92,1,6,122,-21,0,-6,7,-3.5*

# (next part)
SMILES,NF-kB expr up,STAT1 activator,FLuc stim CS,APP transl inh,STAT3 act,STAT3 inh,FLuc inhib CS,APP 5'UTR act,STAT1 inh,ROMK mod
COc1ccccc1-c1nnc2sc(-c3cnccn3)nn12,1.2,101,1,0,98,5,-1,0,-1,x
Cc1nc2sc(-c3ccccc3)nn2c(=O)c1Br,4.5*,147*,0.7,-112,91,17,28,112,-51,-0.57
Cc1nnc(-c2cnn(-c3ccccc3)c2N)n1Cc1ccc(F)cc1,1.1,101,1,-5,97,14,-1,5,-2,x
COc1ccc(N(Cc2ccccc2)S(=O)(=O)c2cccc(C(=O)NC3=NCCS3)c2)cc1,0.65,94,1,-4,99,6,-5,4,6,x
O=C1C(Cl)=C(N2CCOCC2)C(=O)N1c1ccccc1,1.3,104,1,6,108,-9,-1,-6,-4,0.25
NC(=S)NNC(=O)c1cccc(Br)c1,1.3,102,1,-5,104,1,4,5,-1,1.4
CCn1cc(C(=O)N2CCOCC2)c(=O)c2cc(S(=O)(=O)N(C)C)ccc21,1.1,98,1.1,x,105,4,-6,x,2,x
CC(=O)c1cccc(N(CC(=O)Nc2ccccc2F)S(C)(=O)=O)c1,0.98,103,1.1,5,106,-3,-8,-5,-7,0.0072
Cc1ccc(C)c(NC(=S)NCCN2CCOCC2)c1,x,102,x,-8,106,-2,x,8,-2,x
O=C(O)CSc1nc(-c2ccc(Cl)cc2)nc2c1oc1ccccc12,1.1,96,1,12,86,19,-3,-12,4,0.29

# Ordered by formula weight (high to low): some entries from above
SMILES,NF-kB expr up,STAT1 activator,FLuc stim CS,APP transl inh,STAT3 act,STAT3 inh,FLuc inhib CS,APP 5'UTR act,STAT1 inh,ROMK mod
CCn1cc(C(=O)N2CCOCC2)c(=O)c2cc(S(=O)(=O)N(C)C)ccc21,1.1,98,1.1,x,105,4,-6,x,2,x
O=C(O)CSc1nc(-c2ccc(Cl)cc2)nc2c1oc1ccccc12,1.1,96,1,12,86,19,-3,-12,4,0.29
Cc1nnc(-c2cnn(-c3ccccc3)c2N)n1Cc1ccc(F)cc1,1.1,101,1,-5,97,14,-1,5,-2,x
Cc1nc2sc(-c3ccccc3)nn2c(=O)c1Br,4.5*,147*,0.7,-112,91,17,28,112,-51,-0.57
COc1ccccc1-c1nnc2sc(-c3cnccn3)nn12,1.2,101,1,0,98,5,-1,0,-1,x
O=C1C(Cl)=C(N2CCOCC2)C(=O)N1c1ccccc1,1.3,104,1,6,108,-9,-1,-6,-4,0.25

# Source: PubChem (several laboratories)
